# Assay outcomes (PubChem)
# OPRM1-OPRD1 inv: inverse agonists of MOR-DOR heterodimerization, primary screen, cell-based, luminescence | Mu-type opioid receptor (Homo sapiens) + Delta-type opioid receptor (Homo sapiens), … | cell-based MOR-DOR heterodimer luminescence, inverse agonism | inhibition, % at 9.3 µM | actives 0.21% (n = 340,000); in the data active = inhibition above about 22%, passing the limit was not always enough;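 also: 0% = cells with DMSO and 100% = wells without cells with DMSO; values of inactives mirror those of a sister screen read the other way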
# Arr AP2 block: inhibitors of beta-arrestin/AP2 binding, primary screen, biochemical, GPCR trafficking, flow cytometry; beta-arrestin 1 C-terminal peptide binding to AP2 beta2-adaptin appendage (human); FITC-arrestin peptide / GST-AP2 beads; AP2 beta2 appendage carries R879A mutation; inhibition, % at 10 µM; actives 0.31% (n = 340,000); AID 504490, 2011;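 active = inhibition above a set limit, near 3 SD of compounds lacking own fluorescence, cut at about 54% in these data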;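 also: plate controls were DMSO wells for no effect and 5 µM unlabelled arrestin peptide for full effect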
#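 test system = AP2 appendage R879A on GSH beads | buffer or medium = PBS plus Tween 20 (0.05%) and BSA (0.1%) | incubation = 12 min plus 1 h, RT | detection = bead flow cytometry, FITC channel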
# HTR5A ag ctr: HTR5A agonists in luminescence cell assay, primary screen, counter-screen for OPRM1-OPRD1 heterodimer agonist project, full-deck HTS; 5-hydroxytryptamine receptor 5A (Homo sapiens), P47898; cell-based; activation, % at 9.3 µM; actives 0.61% (n = 340,000); in the data active = activation mostly above about 9.5%, no sharp cut-off; inactive = mostly below about 7.6%;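 also: 0% = cells with vehicle only and 100% = reference agonist; strong numbers were not always called active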
# Target sequence (P47898 whole entry, looked up): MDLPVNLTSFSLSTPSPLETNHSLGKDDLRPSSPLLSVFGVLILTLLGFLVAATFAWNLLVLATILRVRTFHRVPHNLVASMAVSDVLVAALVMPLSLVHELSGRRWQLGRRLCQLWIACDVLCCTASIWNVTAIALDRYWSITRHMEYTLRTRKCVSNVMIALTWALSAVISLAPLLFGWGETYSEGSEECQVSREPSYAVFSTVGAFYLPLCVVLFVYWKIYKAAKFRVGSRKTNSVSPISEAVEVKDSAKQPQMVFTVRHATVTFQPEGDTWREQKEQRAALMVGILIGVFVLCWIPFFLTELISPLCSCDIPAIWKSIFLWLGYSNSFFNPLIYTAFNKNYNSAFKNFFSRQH
# PKA-R2B activ: activators of PKA-R2B holoenzyme, primary screen, biochemical, fluorescence polarization, Cy5-IP20, human | cAMP-dependent protein kinase catalytic subunit beta (Homo sapiens) + cAMP-dependent … | PKA-R2B holoenzyme dissociation; R2B truncated from residue 108, S112A mutant; 0% DMSO only, 100% 113 µM cGMP | activation, % at 11.4 µM | actives 0.079% (n = 340,000);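 active = activation above a cutoff set at the mean over all compounds plus 3 SD, cut at about 18% in these data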;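 also: higher means more holoenzyme dissociation and a rise in polarization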
# Target sequence (P31323 whole entry, looked up, other chains not shown, the tested form may be a part): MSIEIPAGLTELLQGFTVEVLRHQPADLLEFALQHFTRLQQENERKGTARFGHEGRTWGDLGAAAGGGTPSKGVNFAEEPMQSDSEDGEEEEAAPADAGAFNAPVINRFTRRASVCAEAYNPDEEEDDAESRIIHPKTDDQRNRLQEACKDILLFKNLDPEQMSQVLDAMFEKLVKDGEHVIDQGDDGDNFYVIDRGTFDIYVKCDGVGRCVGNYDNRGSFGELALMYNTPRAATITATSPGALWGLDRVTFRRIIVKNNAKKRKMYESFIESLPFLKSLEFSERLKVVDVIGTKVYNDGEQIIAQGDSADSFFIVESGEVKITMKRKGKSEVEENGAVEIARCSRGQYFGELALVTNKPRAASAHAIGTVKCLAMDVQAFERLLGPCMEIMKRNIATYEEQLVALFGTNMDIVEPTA
# DAGLB inhibitor: DAGLB lipase inhibitors, primary screen, biochemical, fluorescence, HTS. Diacylglycerol lipase-beta (Homo sapiens), Q8NCG7. HEK293T DAGLB membrane lysate, EnzChek fluorogenic substrate. inhibition, % at 5.17 µM. actives 0.059% (n = 340,000). AID 504411, 2011; in the data active = inhibition above about 34%;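 also: 0% = enzyme with vehicle and 100% = wells lacking enzyme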
# V-ATPase pHluor: regulators of yeast V-ATPase proton pumping, primary screen, pHLuorin cytosolic pH fluorescence; actives 0.37% (n = 350,000); AID 504577, 2011; response, % at 10 µM; S. cerevisiae; in the data active = response mostly above about 7.3%, no sharp cut-off; inactive = mostly below about 5.4%; also: actives read high; inactives centre near 0; some compounds called inactive have numbers as strong as hits; reference of the scale not given here
# HTR5A inv ctr: HTR5A inverse agonists in luminescence cell assay, primary screen, counter-screen for OPRM1-OPRD1 heterodimer inverse agonist project, full-deck HTS | HTR5A cell line, inverse agonism | inhibition, % at 9.3 µM | AID 504634, 2011 | actives 0.083% (n = 340,000); in the data active = inhibition mostly above about 23%, no sharp cut-off; inactive = mostly below about 18%;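 also: 0% = cells with DMSO and 100% = no-cell wells with DMSO; some compounds called inactive have numbers as strong as hits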
# DSG3 Ab inh: inhibitors of pemphigus antibody binding to DSG3, primary screen, biochemical, bead-based, flow cytometry, scFv-GFP | Desmoglein-3 (Homo sapiens), P32926 | DSG3-coupled beads, scFv-anti-DSG3-GFP binding; hits give low values | binding (percent of control), % at 10 µM | actives 0.48% (n = 310,000) | AID 588358, 2011;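 active = binding more than 3 SD below its plate's average and above zero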;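 also: hits lower antibody fragment binding to DSG3; some compounds called inactive have numbers as strong as hits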
# OPRM1-OPRD1 ag: agonists of OPRM1-OPRD1 heterodimerization, primary screen, cell-based, luminescence | activation, % at 9.3 µM | Mu-type opioid receptor (Homo sapiens) + Delta-type opioid receptor (Homo sapiens), … | cells | actives 0.3% (n = 340,000); in the data active = activation above about 18%;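 also: 0% = vehicle-treated cells and 100% = reference agonist; values of inactives mirror those of a sister screen read the other way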
# PKA-R1A activ: activators of PKA-R1A holoenzyme, primary screen, biochemical, fluorescence polarization, Cy5-IP20, bovine R1A, mouse PKAc. actives 0.083% (n = 340,000). activation, % at 11.4 µM. PKA-R1A dissociation; scaled: DMSO 0%, 113 µM cGMP 100%. AID 504707, 2011;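 active = percent activation above the mean of all tested compounds plus 3 SD, cut at about 19% in these data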;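 also: higher means more PKAc released from R1A so a rise in polarization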
# An asterisk follows results filed as active; · = no result given.
SMILES,OPRM1-OPRD1 inv,Arr AP2 block,HTR5A ag ctr,PKA-R2B activ,DAGLB inhibitor,V-ATPase pHluor,HTR5A inv ctr,DSG3 Ab inh,OPRM1-OPRD1 ag,PKA-R1A activ
Cc1ccc(C)c(C(=O)CCC(=O)NNC(=O)c2cccs2)c1,6,-4,4,7,0,-1,-9,92,-1.4,6
COc1ccc(OC)c(-c2csc(NC(=O)CSc3ccccc3)n2)c1,-10,-1,4,12,-4,-3,4,103,1.9,3
COc1cccc(NC(=O)CSc2ccc(-c3ccco3)nn2)c1,12,-1,2,3,-1,0,-4,105,-3.0,-3
CCN(CC)c1ccc(C(=O)N2CCN(Cc3ccccc3)CC2)cc1,7,-1,-2,-4,-2,-3,5,84,-1.0,-6
Cc1c(-n2cc(C(=O)O)c(=O)c3cc(F)c(N4CCCC4)c(F)c32)c(=O)n(-c2ccccc2)n1C,16,1,8,-23,3,-3,7,·,-3.0,11
CCCc1cc(=O)oc2cc(OCC(=O)NCCCn3ccnc3)ccc12,13,-2,0,-11,1,2,6,96,-2.6,0
CC(=O)C1=C(O)C(=O)N(Cc2ccco2)C1c1cccc(F)c1 (stereo unspecified),14,12,-3,-10,-1,-5,8,100,-3.0,-3
CC1(C)Oc2ccc(C(=O)Nc3ccccc3)cc2N(CC#N)C1=O,3,-2,1,-4,0,5,-3,·,-0.4,4
CCN(C[C@H]1N[C@@](CC)(C(=O)OC)[C@H]2C(=O)N(Cc3ccccc3)C(=O)[C@@H]12)C(=O)Nc1ccc(C(F)(F)F)cc1,4,35,-1,5,-3,-1,5,95,-0.9,13
CCCSc1nc(N2CCCC2)c2c(c1C#N)CC(C)(C)OC2,9,19,-4,5,-3,-6,-30,105,-1.5,4
CCOc1ccc2ccccc2c1CNc1nnnn1C,0,13,1,2,-2,0,-3,92,0.0,-16
O=C(NC(=S)NC1CCS(=O)(=O)C1)c1ccccc1Br (stereo unspecified),9,-1,5,-8,-1,4,8,·,-1.7,0
COc1ccccc1NC(=O)CCc1nnc2ccc(N3CCN(C)CC3)nn12,16,9,1,3,-1,0,6,104,-3.2,0
O=S(=O)(c1ccc(F)cc1)N1CCN(c2ccc(F)cc2)CC1,-15,18,1,6,-3,-2,36,94,3.0,-2
Cc1c(Cl)ccc(S(=O)(=O)N2CCN=C2c2ccccc2)c1Cl,10,10,2,-14,-1,-2,7,104,-1.9,-17
COc1ccc(-c2nc(SCc3ccccc3)n(C(=O)c3ccco3)n2)cc1,8,-6,1,11,0,4,-7,97,-1.6,7
COCCOC(=O)C1=C(C)NC(=S)NC1c1ccc(OCC(=O)N2CC(C)OC(C)C2)c(OC)c1 (stereo unspecified),5,23,11,2,3,2,-29,·,-1.1,0
O=C(CSc1nc(-c2ccc(F)cc2)cc(C(F)(F)F)n1)NCc1ccco1,6,32,-1,3,-3,2,4,79,-1.1,-8
Cc1cc(C)nc(/N=C2\NC(=O)CC(C(=O)O)N2CCc2c[nH]c3ccccc23)n1 (stereo unspecified),4,1,0,15,-1,-2,-10,113,-0.8,4
O=C(NCCCN1CCOCC1)c1c(O)c2ccccc2[nH]c1=O,13,-11,14,-11,0,3,-36,·,-2.2,6
CC(C)(C)C(=O)Nc1ccc(N=Nc2ccccc2)cc1,0,-14,3,-7,12,1,9,104,0.0,-5
CCCCOC(=O)c1ccc(NC(=O)c2cnc3n(c2=O)CCS3)cc1,5,16,1,-3,-1,2,-9,109,-1.0,-6
COCc1nc2ccccc2n1CCOc1ccccc1OC,13,7,3,3,0,-3,0,99,-2.3,3
CNC(=O)N(O)C1N(/N=C/c2ccccc2OC)C(=S)SC1(C)C (stereo unspecified),0,5,1,12,-1,2,-5,95,0.0,3

# Among those listed so far, 2 have a CF3 group:
SMILES,OPRM1-OPRD1 inv,Arr AP2 block,HTR5A ag ctr,PKA-R2B activ,DAGLB inhibitor,V-ATPase pHluor,HTR5A inv ctr,DSG3 Ab inh,OPRM1-OPRD1 ag,PKA-R1A activ
CCN(C[C@H]1N[C@@](CC)(C(=O)OC)[C@H]2C(=O)N(Cc3ccccc3)C(=O)[C@@H]12)C(=O)Nc1ccc(C(F)(F)F)cc1,4,35,-1,5,-3,-1,5,95,-0.9,13
O=C(CSc1nc(-c2ccc(F)cc2)cc(C(F)(F)F)n1)NCc1ccco1,6,32,-1,3,-3,2,4,79,-1.1,-8

# The results go on:
SMILES,OPRM1-OPRD1 inv,Arr AP2 block,HTR5A ag ctr,PKA-R2B activ,DAGLB inhibitor,V-ATPase pHluor,HTR5A inv ctr,DSG3 Ab inh,OPRM1-OPRD1 ag,PKA-R1A activ
COc1cccc(NC(=S)N2CCCC2)c1,18,-6,-7,2,2,1,19,100,-3.6,-5
N#CC(c1nc2ccccc2nc1N1CCOCC1)S(=O)(=O)c1ccccc1 (stereo unspecified),9,-18,4,12,4,0,-11,·,-1.9,-7
Cc1ccc2c(COC(=O)c3ccccc3OC(F)F)cc(=O)oc2c1,3,-5,4,7,-2,1,-12,99,-0.5,3
Nc1nnc(N2CCc3ccccc32)s1,-5,2,0,8,-1,-1,0,103,1.1,4
O=c1[nH]c(C2CCN(S(=O)(=O)c3ccc(C(F)(F)F)cc3)CC2)nc2c1nnn2Cc1ccccc1,-20,20,3,-7,0,-1,-17,104,2.5,-5
NC(=O)c1cccnc1Oc1ccc(Cl)cc1,19,8,-1,-5,-3,-2,-16,117,-3.8,6
O=C(CSc1nnc(COc2ccccc2)n1-c1ccccc1)c1ccccc1,12,-9,-4,-8,0,-1,16,101,-2.0,-18
CCc1cccc(NS(=O)(=O)c2ccc3c(c2)NC(=O)CO3)c1,2,16,-3,-4,1,0,-12,109,-0.4,1
C=CCN(c1ccccc1)S(=O)(=O)c1cccc(C(=O)Nc2cccc(C)n2)c1,2,-1,-3,-10,-4,3,8,98,-0.3,1
Cc1cc2c(cc1S(=O)(=O)N1CCN(c3ccc(Cl)cc3)CC1)OCCN2C,-14,3,3,2,0,0,-14,98,2.5,0
COc1ccc(S(=O)(=O)N2CCCC(C(=O)N3CCN(C)CC3)C2)cc1Cl (stereo unspecified),8,1,-2,-2,0,0,-3,115,-1.6,2
CCOC(=O)C1CCCCN1Cc1cccc(Oc2ccccc2)c1 (stereo unspecified),-27,-7,0,-6,-19,-8,-4,102,5.0,-13

# Record cards, as listed above. Order of values: OPRM1-OPRD1 inv, Arr AP2 block, HTR5A ag ctr, PKA-R2B activ, DAGLB inhibitor, V-ATPase pHluor, HTR5A inv ctr, DSG3 Ab inh, OPRM1-OPRD1 ag, PKA-R1A activ
# Entry for Cc1ccc2c(COC(=O)c3ccccc3OC(F)F)cc(=O)oc2c1 → 3, -5, 4, 7, -2, 1, -12, 99, -0.5, 3
# Entry for NC(=O)c1cccnc1Oc1ccc(Cl)cc1 → 19, 8, -1, -5, -3, -2, -16, 117, -3.8, 6
# Entry for N#CC(c1nc2ccccc2nc1N1CCOCC1)S(=O)(=O)c1ccccc1 (stereo unspecified) → 9, -18, 4, 12, 4, 0, -11, ·, -1.9, -7
# Entry for Nc1nnc(N2CCc3ccccc32)s1 → -5, 2, 0, 8, -1, -1, 0, 103, 1.1, 4
# Entry for O=C(CSc1nnc(COc2ccccc2)n1-c1ccccc1)c1ccccc1 → 12, -9, -4, -8, 0, -1, 16, 101, -2.0, -18

# Next section:
SMILES,OPRM1-OPRD1 inv,Arr AP2 block,HTR5A ag ctr,PKA-R2B activ,DAGLB inhibitor,V-ATPase pHluor,HTR5A inv ctr,DSG3 Ab inh,OPRM1-OPRD1 ag,PKA-R1A activ
CCOc1ccccc1NC(=O)c1cccc(NC(=O)C2CCCC2)c1,-5,-14,1,-12,-3,-2,-2,99,1.0,-4
CCN(CC)CCCNC(=S)N1CCN(c2nc(-c3ccccc3)cs2)CC1,-7,19,-4,4,5,2,16,94,1.5,5
COC(=O)CSc1nnc(-c2cccs2)n1-c1ccc(Cl)cc1,3,-7,0,5,2,-5,-5,·,-0.5,-9
COc1cc(C(=O)OC(C)C(=O)N2CCCC2)cc2c1OCCO2 (stereo unspecified),6,-1,2,-11,0,13,-6,·,-1.5,-11
O=C(N/N=C1/CC(c2ccccc2)Oc2ccccc21)C1CC1 (stereo unspecified),-65,1,2,-6,1,1,-4,90,11,4
CCCCOC(=O)Cn1c(-c2ccccc2)nc2ccccc2c1=O,-18,6,-2,-1,-11,2,7,100,3.2,-5
CC(NC(=S)NNS(=O)(=O)c1ccc(C(C)(C)C)cc1)c1ccccc1 (stereo unspecified),-44,10,-4,-3,7,-3,12,107,8.4,0
COc1ccc(CC(=O)N2CC3(C)CC2CC(C)(C)C3)cc1OC (stereo unspecified),-5,12,-2,-2,1,-4,-8,107,0.9,-1
OCCN1CCN(c2cc(C(F)(F)F)nc3ccccc23)CC1,17,16,4,0,0,1,-6,108,-3.3,-6
Cc1csc(=O)n1CC(=O)OCC(=O)Nc1cc(S(=O)(=O)N2CCOCC2)ccc1Cl,5,-6,-4,-4,1,-1,10,98,-0.8,-5
COc1ccccc1C(=O)Nc1c2c(nn1-c1cccc(C)c1C)CS(=O)C2 (stereo unspecified),14,-8,0,-3,-2,0,3,112,-2.5,-3
CC(C)(C)NC(=O)C1Cc2ccccc2CN1 (stereo unspecified),3,-13,-2,8,-1,5,6,98,-0.6,-1
COc1ccccc1CCC(=O)OCC(=O)Nc1ccc(C(N)=O)cc1,5,-6,2,1,-3,0,0,94,-0.8,1
CC1CCCN(C(=O)CCc2nnc(-c3ccc4c(c3)OCO4)o2)C1 (stereo unspecified),8,-4,-1,4,3,1,-5,·,-1.5,-3

# Single entries from above.
# PKA-R1A activ with `COC(=O)CSc1nnc(-c2cccs2)n1-c1ccc(Cl)cc1` reads -9
# PKA-R2B activ with `CCN(CC)CCCNC(=S)N1CCN(c2nc(-c3ccccc3)cs2)CC1` reads 4
# OPRM1-OPRD1 inv with `CC1CCCN(C(=O)CCc2nnc(-c3ccc4c(c3)OCO4)o2)C1` (stereo unspecified) reads 8
# PKA-R1A activ with `Cc1csc(=O)n1CC(=O)OCC(=O)Nc1cc(S(=O)(=O)N2CCOCC2)ccc1Cl` reads -5
# OPRM1-OPRD1 ag with `CCCCOC(=O)Cn1c(-c2ccccc2)nc2ccccc2c1=O` reads 3.2

# The order is random, and some 2.4% of all compounds hit somewhere here.
